From PubChem BioAssay
GC-A act: GC-A (human) enzyme activation. P16066. HEK293 GC-A cells, cGMP TR-FRET, EC30 ANP; 0% at EC30 ANP, 100% saturating ANP. activation, % at 10 µM. hit rate 0.14% among 370,000. AID 1671463; in the data active = activation above about 40%
Target sequence (P16066 whole entry, looked up): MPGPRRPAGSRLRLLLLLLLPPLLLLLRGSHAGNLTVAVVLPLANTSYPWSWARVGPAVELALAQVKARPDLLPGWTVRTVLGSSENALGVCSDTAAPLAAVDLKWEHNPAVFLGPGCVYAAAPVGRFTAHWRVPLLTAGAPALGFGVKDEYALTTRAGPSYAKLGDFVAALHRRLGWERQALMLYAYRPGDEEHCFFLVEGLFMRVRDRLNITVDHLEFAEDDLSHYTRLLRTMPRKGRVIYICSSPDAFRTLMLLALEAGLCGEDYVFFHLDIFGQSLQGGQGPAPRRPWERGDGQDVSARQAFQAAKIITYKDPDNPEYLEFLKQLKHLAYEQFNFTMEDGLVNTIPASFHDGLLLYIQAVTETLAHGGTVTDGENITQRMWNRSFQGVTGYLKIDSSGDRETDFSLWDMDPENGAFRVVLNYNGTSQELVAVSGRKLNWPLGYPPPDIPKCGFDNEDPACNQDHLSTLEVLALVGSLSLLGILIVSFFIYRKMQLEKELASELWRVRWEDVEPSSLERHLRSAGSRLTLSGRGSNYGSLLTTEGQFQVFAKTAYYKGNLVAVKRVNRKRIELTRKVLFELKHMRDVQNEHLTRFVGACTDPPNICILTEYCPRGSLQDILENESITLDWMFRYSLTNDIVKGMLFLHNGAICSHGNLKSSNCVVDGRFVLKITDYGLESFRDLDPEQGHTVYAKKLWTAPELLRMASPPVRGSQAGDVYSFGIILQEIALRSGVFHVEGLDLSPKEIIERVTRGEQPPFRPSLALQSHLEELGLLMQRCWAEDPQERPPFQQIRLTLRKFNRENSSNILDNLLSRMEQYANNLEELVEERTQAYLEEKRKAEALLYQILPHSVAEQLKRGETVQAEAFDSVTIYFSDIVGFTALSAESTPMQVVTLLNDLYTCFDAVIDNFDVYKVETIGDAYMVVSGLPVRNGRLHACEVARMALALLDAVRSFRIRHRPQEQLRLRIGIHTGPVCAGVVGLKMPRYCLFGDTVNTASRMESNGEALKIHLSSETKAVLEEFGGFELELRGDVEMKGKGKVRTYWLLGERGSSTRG
ASAP1 inh: inhibitors of human ASAP1 ArfGAP activity. inhibition, % at 16.5 µM. hit rate 0.19% among 360,000. AID 624377. ASAP1-stimulated ARF1 GTP hydrolysis, GDP FP detection. Q9ULH1; in the data active = inhibition above about 25%;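 also: 0% = vehicle with enzyme and substrate and 100% = no enzyme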
NR1D1 modulator: modulators of human Rev-erb alpha DNA binding; P20393; Rev-erbα–FITC-DNA binding, fluorescence polarization, 90 min; activity, % at 10 µM; hit rate 0.79% among 370,000;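 active = activity above about 14%, limit read from the data; passing the limit was not always enough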;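 also: 0% = DMSO wells with 35 nM protein and 100% = DMSO wells with 750 nM protein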
PG9 binder: PG9 antibody binding by small molecule | TR-FRET gp120-PG9 antibody binding | inhibition, % at 6.7 µM | hit rate 0.43% among 360,000; in the data active = inhibition above about 8.5%
ARFGAP1 inh: rat ARFGAP1 inhibition; inhibition, % at 16.5 µM; hit rate 0.26% among 360,000; Q62848; Arfgap1-stimulated ARF1 GTP hydrolysis, GDP FP detection;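 active = inhibition above a per-plate limit, mean inhibition of low control wells plus 3 SD, cut at about 25% in these data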;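 also: 0% = DMSO wells with enzyme and 100% = wells lacking Arfgap1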
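Material – truncated rat Arfgap1 GAP domain · Buffer or medium – HEPES-based buffer, pH 7.5 · Reagent – human ARF1(Δ1-17)-GTP substrate · Dosing – 16.5 µM single point, 1.26% DMSO · Schedule – GTP hydrolysis reaction 2 h at 25 °C · Technique – GDP detection by fluorescence polarization · Benchmarks – No-Arfgap1 wells (100%) versus DMSO full-reaction wells (0%) · Repeats – single replicate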
GC-B act: GC-B (human) receptor activation; P20594; HEK293-GC-B cells, CNP EC30, cGMP TR-FRET; 0% at EC30 CNP, 100% saturating CNP; activation, % at 10 µM; hit rate 0.11% among 370,000;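 active = activation at 10 µM reaching about 35% in either raw or pattern-adjusted values, limit read from the data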
ABHD4 inh: ABHD4 (mouse) inhibition, primary FP screen | purified mABHD4, FP-Rh probe fluorescence polarization | Q8VD66 | inhibition, % at 8.92 µM | hit rate 0.54% among 370,000;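 active = inhibition exceeding the mean over every tested compound plus 3 SD, cut at about 30% in these data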;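 also: 0% = plate median of compound wells and 100% = S159A mutant with DMSO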
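Assay system: mouse ABHD4 enzyme, wild type / Also added: fluorescent activity-based probe FP-Rh / Doses: single nominal dose of 8.92 µM, 0.89% DMSO final / Timing: 45 min compound pre-incubation plus 60 min probe step, 25 °C / Signal: FP readout, ex 525 nm / em 598 nm / Control set: S159A mutant/DMSO as 100%, compound-well median as 0%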
SMARCA2 activ: increases SMARCA2 function in MMTV reporter cells. MG213 cells, MMTV-luciferase reporter, dexamethasone, overnight. activation, % at 9.1 µM. hit rate 1% among 370,000. AID 652017; in the data active = activation above about 7.8%;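 also: 0% = vehicle wells and 100% = reference activator wells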
rCAG binder: molecules binding r(CAG) RNA repeats. hit rate 1.3% among 370,000. inhibition, % at 3 µM. AID 651821. r(CAG) RNA repeat, TO-PRO-1 dye displacement fluorescence;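 active = inhibition above the plate cutoff, the mean of all test compounds on that plate plus 3 SD, cut at about 35% in these data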;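 also: 0% = DMSO alone and 100% = 100 µM mitoxantrone as full dye displacement; higher means more dye released from RNA so lower well fluorescence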
HTRA1 inhibitor: HTRA1 (human) protease inhibition; Q92743; recombinant HTRA1, FP-rhodamine activity-based probe, fluorescence polarization; inhibition, % at 5.96 µM; hit rate 0.5% among 340,000; AID 504803; in the data active = inhibition above about 36%;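 also: 0% = enzyme with DMSO and 100% = wells lacking enzyme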
* marks the source's active call; other numbers are inactive results; nt = not tested or not shown.

structure,PG9 binder,GC-A act,ASAP1 inh,ARFGAP1 inh,HTRA1 inhibitor,SMARCA2 activ,NR1D1 modulator,ABHD4 inh,rCAG binder,GC-B act
COC(=O)c1ccccc1NC(=O)N1CCN(Cc2ccco2)CC1,-1.5,-5,7,-6,-5,-2,2,-4,-6,-5
Cc1c(C(=O)NCCO)sc2nc3n(c(=O)c12)CCC3,-0.9,2,-10,-4,0,2,-1,-3,-2,0
O=c1ccc(=O)n(CCc2ccccn2)[nH]1,1.2,1,3,-5,-2,2,3,-5,0,6
Cc1ccc(C(=O)OCc2nc3ccccc3s2)o1,-0.5,5,-4,-10,-9,2,1,5,0,4
COc1ccccc1C1CCN(Cc2c(C)[nH]c3ccccc23)CC1,-3.5,-14,-12,10,9,-2,-2,-1,2,-9
CON1C(=O)C(=O)N(OC)C2CCCCCC21 (stereo unspecified),0.0,-7,-2,-6,5,-4,1,4,3,-1
CCOc1cc(C)nc(N2CCCC(C(=O)NCc3ccccc3F)C2)n1 (stereo unspecified),0.2,-4,-4,8,-4,-1,-1,1,-6,-1
CC(=O)c1cccc(NC(=O)c2cccc(S(=O)(=O)N(C)C)c2)c1,0.8,2,10,3,1,0,0,2,-3,2
CCOc1cc(/C=C2/C(=N)N3OC(C)=CC3=NC2=O)ccc1OCCOc1ccccc1,3.1,nt,-1,7,-16,2,nt,2,-1,nt
O=C(Nc1cc(Br)ccc1O)c1cc(-c2cccs2)on1,-1.4,-3,7,13,-3,9.8*,1,2,7,-6
Cc1ccc(C(C)C)cc1-n1nnc(-c2cccc(Cc3ccc4ccccc4c3)c2)c1C(C)O (stereo unspecified),-1.4,-1,9,1,-71,-4,-5,-41,8,0
CCOCCCNC(=O)C(c1ccc(OC)cc1)N(Cc1ccc2c(c1)OCO2)C(=O)c1cnccn1 (stereo unspecified),-1.5,-3,-2,-7,0,1,-5,0,-6,-4

More results follow.
structure,PG9 binder,GC-A act,ASAP1 inh,ARFGAP1 inh,HTRA1 inhibitor,SMARCA2 activ,NR1D1 modulator,ABHD4 inh,rCAG binder,GC-B act
COc1cc(C(=O)OCC(=O)N2CCC(C)CC2)cc2c1OCCO2,1.3,5,2,-4,1,0,-1,1,0,2
O=C1CC(c2ccco2)Cc2nc(Nc3ccc(F)cc3)ncc21 (stereo unspecified),-0.2,1,13,4,-4,0,1,0,-5,-6
O=[N+]([O-])c1cc(C(F)(F)F)ccc1Oc1cccnc1[N+](=O)[O-],0.6,3,-7,9,2,-1,3,4,1,3
COc1ccccc1C1CCN(C(=O)c2ccc(C(C)(C)C)cc2)CC1,-0.5,3,-22,0,-40,-3,4,-1,-2,1
NC(=O)C1(N2CCCCC2)CCN(Cc2nc3ccccc3c(=O)[nH]2)CC1,-1.1,-2,9,-2,0,0,2,-4,1,3
CCOC(=O)C(/C=C(\C#N)C(=O)OCC)=C(/N)N1CCN(c2ccc(Cl)cc2)CC1,-0.3,2,-18,9,1,1,4,-1,-5,0
O=C(O)CN1C(=O)S/C(=C\c2ccc3c(c2)OCO3)C1=O,-2.3,6,-9,-7,-2,-4,-2,2,2,1
CCC(C)[C@@H](C(=O)N1CCNCC1)n1cc(CCCN=C(N)N)nn1 (stereo partly specified),-0.7,-2,10,6,3,0,-3,6,2,6
CCCCN(Cc1cc2cc(OC)ccc2[nH]c1=O)C(=O)COc1ccccc1,1.2,3,-7,-3,-4,-4,-6,-5,-3,0
CCOC(=O)C1=CCC(c2ccccc2)N(S(=O)(=O)c2ccccc2)C1 (stereo unspecified),-0.8,-6,-9,-2,nt,-5,6,-24,1,-10
N#Cc1ccc(CN2CCN(C(=O)CCNS(=O)(=O)c3ccc(F)c(F)c3)CC2)cc1,-1.7,-1,0,12,-1,-1,-6,5,2,-3
CC1CC(OC(=O)c2ccccc2C(=O)c2ccc(Cl)cc2)C(=O)O1 (stereo unspecified),1.3,-6,-4,-8,2,0,1,4,1,1

Remaining list, next part
structure,PG9 binder,GC-A act,ASAP1 inh,ARFGAP1 inh,HTRA1 inhibitor,SMARCA2 activ,NR1D1 modulator,ABHD4 inh,rCAG binder,GC-B act
CCOc1ccc(N(CC(=O)N2CCOCC2)S(=O)(=O)c2ccc(F)cc2)cc1,-0.3,-1,-8,3,1,-1,5,0,-7,1
CN(Cc1cccnc1)Cc1cn(C)nc1-c1cccc(Cl)c1,-0.7,0,-7,-5,7,0,-2,-1,-1,1
CC(=O)c1ccc(OCCCC(=O)Nc2ccc(S(=O)(=O)N3CCOCC3)cc2)cc1,-0.1,-5,1,-4,-2,-3,-7,2,2,0
C=CS(=O)(=O)N(Cc1ccccc1Br)[C@H](CO)CC(C)C,-2.2,-5,-10,-3,-11,1,0,-1,-2,-7
c1cc2c(cc1C1CCCCC1)c1c3n2CCN=C3CCC1,-1.7,-5,-6,9,4,-1,-2,-6,1,-12
CN(C)S(=O)(=O)c1cccc(C(=O)NCc2cccs2)c1,-1.7,3,3,-4,-1,1,1,3,0,0
Cc1ccccc1C(=O)Nc1ccc(-c2nnc(SC(C)C(=O)O)n2C)cc1 (stereo unspecified),-0.7,-3,-7,-12,-3,-2,3,-1,2,0
COc1cc(-n2c(=O)c3ccccc3n(CC(=O)c3ccc(F)cc3)c2=O)cc(OC)c1OC,-2.0,2,13,2,-3,-2,17,0,1,2
Cc1cc(C)c(C(=O)CSc2nc3ccccc3c(=O)[nH]2)cc1C,0.3,-2,10,-1,-5,-1,-3,5,2,5
CCN(CC)c1ccc(S(=O)(=O)N(CC)CC)cc1NC(=O)c1cccnc1,0.3,-7,-3,7,1,3,-2,-3,-9,-1
CC(C)N(C)Cc1cn(C)nc1-c1ccc(Oc2ccccc2)cc1,-0.4,-5,-2,7,1,-2,-2,1,-4,-2
CCCNS(=O)(=O)c1ccc(OCC(=O)N2CCN(c3ccccc3)CC2)cc1,-1.5,2,-5,8,-3,-3,-5,8,0,-2

Next part.
structure,PG9 binder,GC-A act,ASAP1 inh,ARFGAP1 inh,HTRA1 inhibitor,SMARCA2 activ,NR1D1 modulator,ABHD4 inh,rCAG binder,GC-B act
Cn1cc(CCC(=O)NCCCc2ccccc2)c2ccccc21,0.8,-5,10,3,2,-2,5,-5,-8,-3
O=C(Nc1ccc(Cl)cc1)c1csc([C@@H]2O[C@H](CO)[C@H](O)[C@H](O)[C@H]2O)n1,0.0,-1,-3,8,nt,-2,7,3,2,-1
COc1ccc(-c2csc(NC(=S)NC(=O)c3ccco3)n2)cc1,-1.5,1,7,-8,7,1,10,-1,3,-13
CC(C)(C)CN1C(=O)C(=O)NC[C@@H]1CCCCN,0.5,0,-11,-4,-2,-2,-1,-5,3,1
Cc1ccc(CNC(=O)C2CNc3cc(C)ccc3O2)cc1 (stereo unspecified),-0.9,0,4,7,0,-3,2,1,-2,4
Cc1ccc(NC(=O)N2CCC(NC(=O)c3cccc(C)c3)CC2)cc1,-2.0,2,-14,1,-2,-1,0,5,-2,5
Cc1cc(NCc2ccc3c(c2)OCO3)n2nc(C)nc2n1,-2.1,4,4,2,-7,-3,-6,-2,2,2
COc1ccc(NC(=O)COc2ccc3oc(=O)cc(C)c3c2)cc1,-3.2,-3,-2,-4,3,-4,-3,0,-2,-4
CC(C)(C)[C@H]1CCC(=O)N([C@H](CSc2ccccc2)Cc2ccccc2)CC1,-2.1,-1,-4,-4,-16,0,4,0,-3,-1
CCOc1ccc(N2C(=O)CC(NCCNc3ccc([N+](=O)[O-])cn3)C2=O)cc1 (stereo unspecified),-1.1,1,-1,5,-3,3,6,-8,5,-5
COc1ccc(S(=O)(=O)N[C@H](C(=O)N2CC[C@@]3(O)CCCC[C@H]3C2)c2ccccc2)cc1,0.0,0,-4,2,3,0,-4,0,-9,-3
CCc1c(C)sc(NC(=O)/C=C/c2ccc3c(c2)OCO3)c1C(=O)OC,-0.8,-5,-3,-8,-20,0,4,-6,7,2

The list goes on.
structure,PG9 binder,GC-A act,ASAP1 inh,ARFGAP1 inh,HTRA1 inhibitor,SMARCA2 activ,NR1D1 modulator,ABHD4 inh,rCAG binder,GC-B act
O=C(O)CCCn1cc(NC(=O)COc2ccccc2)cn1,-2.8,0,-9,6,0,-3,-3,-6,3,2
CN(C)c1ccc(N/C(=N\S(=O)(=O)c2cccs2)c2ccccc2)cc1,-7.8,-1,-1,16,0,0,0,4,0,-1
COc1ccc(S(=O)(=O)Nc2ccccc2C(F)(F)F)cc1,0.4,-1,-2,-6,-1,-5,-8,6,5,-1
Cc1ccccc1OCCCC(=O)Nc1ccc(N2CCOCC2)cc1,-2.4,5,-15,10,0,-1,4,5,-2,-4
Cc1cccc(NC(=O)C(C)C(=O)c2ccccc2)c1 (stereo unspecified),2.3,-1,-7,-5,8,-4,6,-2,0,2
CCOc1ccccc1OCCC(=O)Nc1ccc2c(c1)OCO2,-1.2,1,-2,-4,-1,-5,-6,4,1,-1
COc1ccc(Oc2cc(C(F)(F)F)nc(N(C)C)n2)cc1,-1.4,-7,-11,7,4,0,3,3,-2,-4
COc1ccc2c(c1)CCC/C2=N\OC(=O)c1ccccc1F,0.7,-5,-14,9,-17,3,-4,1,-3,-4
COc1ccc(CCNC(=O)c2nnn(-c3cccc(C)c3)c2N)cc1OC,0.0,5,5,4,-7,-2,5,-2,4,-2

Arranged by the number under ABHD4 inh (low to high): some entries from above.
SMILES | ABHD4 inh
NC(=O)C1(N2CCCCC2)CCN(Cc2nc3ccccc3c(=O)[nH]2)CC1 | -4
CCN(CC)c1ccc(S(=O)(=O)N(CC)CC)cc1NC(=O)c1cccnc1 | -3
COc1ccc(S(=O)(=O)Nc2ccccc2C(F)(F)F)cc1 | 6
